# B2AR arrestin – agonists driving beta-arrestin recruitment to human beta2-adrenergic receptor. P07550. Potency, µM (highest dose often 46.1 µM), inactives show top-dose activation, hits mostly activators. beta-arrestin recruitment to beta2AR, cell-based reporter. 0.02% of 330,000 active;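 note: potency is the fitted concentration of half-maximal effect; 0% = DMSO controls and full agonism = EC100 isoproterenol or metaproterenol; nearly all actives have a fitted effect of over 65% in size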
# S-ASM inh – blocks human secretory acid sphingomyelinase; placental ASM, HMU-PC fluorogenic substrate, 60 min; Potency, µM (doses to about 57.5 µM), without a hit: top-dose activity change, negative = inhibition, hits mostly inhibitors; 0.006% of 340,000 active; note: potency is the fitted concentration of half-maximal effect
#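 Human placenta-derived ASM preincubated with compound 10 min at room temperature, then reacted with 9 uM (final) fluorogenic HMU-PC substrate for 60 min at 37 C. Stop solution raises pH to 10; fluorescence read at Ex 386/Em 447 nm.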
# ELG1 genotoxic – induces genotoxicity in HEK293T cells with luciferase-tagged ELG1. 1.3% of 330,000 active. Potency, µM (doses to about 46 µM), inactives show top-dose activity change, positive = activation, actives largely listed as activators. HEK293T ELG1-luciferase reporter, luminescence, 16 h; note: potency is the fitted concentration of half-maximal effect; % of control where 0% means no effect; nearly all actives have a fitted effect of over 60% in size
#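 Genotoxicity was scored as increased ELG1-luciferase reporter signal, measured by ONE-Glo luminescence (30 min, room temperature). Compound or vehicle exposure of the HEK293T reporter cells lasted 16 hr at 37°C.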
# Eya2 inh – blocks the phosphatase activity of human Eya2; O00167; recombinant Eya2, OMFP fluorescence dephosphorylation (OMFP is methylfluorescein phosphate); Potency, µM (top dose mostly 76.9 µM), without a hit: at the top dose activity, negative = inhibition, most hits filed as inhibitors; 0.006% of 330,000 active; AID 488837; note: potency is the fitted concentration of half-maximal effect; % is set by controls: 0 for no effect and ±100 for the full control effect
#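 Eya2 protein (added as 0.2 uM solution) was preincubated with compound for 10 min at ambient temperature in 50 mM HEPES pH 7.5, 50 mM NaCl, 5 uM MgCl2, 0.05% BSA, 1 mM DTT. OMFP (added at 50 uM) then reacted 10 min; fluorescence read at 485/525 nm.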
# BRCA1 expr up – increases BRCA1 expression | 1.1% of 380,000 active | Potency, µM (series often up to 46.1 µM), for the others: at the top dose activation, most hits filed as activators | MCF7-BRCA1-FFLuc reporter, luminescence, 48 h; response scale: scaled: vehicle 0%, 10 µM genistein 100%; note: potency is the fitted concentration of half-maximal effect; nearly all actives have a fitted effect of over 80% in size; some results filed as inactive show a strong effect at the top dose
#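 Activators of BRCA1 expression were detected as increased firefly luciferase luminescence in engineered MCF7 cells after 48 h compound incubation. Signals were scaled to genistein 10 microM as full activation.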
# a7 integrin act – activates integrin-mediated alleviation for muscular dystrophy | alpha7betagal myoblasts, beta-gal FDG fluorescence, 48 h | Potency, µM (doses to about 38.3 µM), for the others: top-dose activation, most hits filed as activators | 0.064% of 350,000 active;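 note: potency is the fitted concentration of half-maximal effect; 100% = response of the positive control SU9516; nearly all actives have a fitted effect of over 60% in size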
#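 Alpha7betagal+/- myoblasts (passage 13) were plated 16-24 hr, then exposed to compounds (1:260 dilution of DMSO stock) for 48 hours at 37C. After MPER lysis, β-galactosidase reporter activity was read as FDG fluorescence (ex 480/em 540) after 30 minutes.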
# TSG101-PTAP inh – blocks PTAP/TSG101 interaction to inhibit HIV-1 budding | Fluorescence polarization, FITC-PTAP peptide / Tsg101 binding | Potency, µM (series often up to 115 µM), without a hit: at the highest dose activity change, negative = inhibition, most hits filed as inhibitors | 340,000 tested, under 10 active | AID 493005; active = well fitted inhibition curve with a large enough effect in the main read-out, with a control signal flat, not every such curve was filed as active; inconclusive = small, poorly fitted or top-dose-only effect, or effect the other way, or a change in a side signal; inactive = no such curve, though single readings can be large or run the other way; note: potency is the fitted concentration of half-maximal effect; % of control where 0% means no effect
#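 Fluorescence anisotropy tracks displacement of a FITC-tagged PTAP peptide (50 nM) from the Tsg101 binding domain (10 uM), following a 20 min room-temperature incubation at pH 7.5.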
# TRPV1 ag – activates the human vanilloid receptor TRPV1 | 0.19% of 320,000 active | activation, % at 8.33 µM | TRPV1-expressing cells, Fluo-8 calcium influx, agonist mode; in the data active = activation above about 80%; inconclusive = between about 30% and that limit; note: 0% is about no effect
# Target sequence (Q8NER1 whole entry, looked up): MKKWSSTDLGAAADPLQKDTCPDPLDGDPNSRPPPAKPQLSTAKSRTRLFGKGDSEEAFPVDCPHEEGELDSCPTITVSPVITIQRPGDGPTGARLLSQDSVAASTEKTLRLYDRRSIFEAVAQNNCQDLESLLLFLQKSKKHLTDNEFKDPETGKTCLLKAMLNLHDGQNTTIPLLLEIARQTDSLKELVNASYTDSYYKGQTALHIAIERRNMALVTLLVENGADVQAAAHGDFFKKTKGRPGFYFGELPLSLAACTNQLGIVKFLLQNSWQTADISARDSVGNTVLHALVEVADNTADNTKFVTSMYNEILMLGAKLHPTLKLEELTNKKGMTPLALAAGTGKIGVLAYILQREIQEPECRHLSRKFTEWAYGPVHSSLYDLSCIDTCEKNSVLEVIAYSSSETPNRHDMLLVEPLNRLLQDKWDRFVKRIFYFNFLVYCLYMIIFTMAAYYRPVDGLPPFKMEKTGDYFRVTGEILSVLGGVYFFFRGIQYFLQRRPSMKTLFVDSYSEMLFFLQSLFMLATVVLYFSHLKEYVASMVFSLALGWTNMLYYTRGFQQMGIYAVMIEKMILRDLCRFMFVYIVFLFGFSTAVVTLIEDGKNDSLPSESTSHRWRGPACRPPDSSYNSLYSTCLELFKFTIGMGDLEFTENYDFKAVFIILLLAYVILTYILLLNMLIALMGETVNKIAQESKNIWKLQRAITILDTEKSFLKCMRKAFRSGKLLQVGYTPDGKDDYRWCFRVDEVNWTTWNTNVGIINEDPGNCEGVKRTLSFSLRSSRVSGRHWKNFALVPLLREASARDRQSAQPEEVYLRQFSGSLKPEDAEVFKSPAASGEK
#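 TRPV1-expressing cells were cultured overnight at 35.5C and loaded with Fluo-8 calcium dye for 40 to 90 min at room temperature. After a 10 s baseline, compound was added and calcium influx was read kinetically for 3 min (ex 480/em 520 nm).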
# uPA surface inh – blocks generation of uPA at the cell surface. Potency, µM (highest dose often 38.3 µM), inactives show at the top dose activity change, negative = inhibition, usual class: inhibitors. cell surface uPA generation assay, qHTS. 0.31% of 330,000 active. AID 540303; active = well fitted inhibition curve with a large enough effect; inconclusive = small, poorly fitted or top-dose-only effect; inactive = no such curve, though single readings can be large or run the other way; tested in mouse RAW 264.7 cells; note: potency is the fitted concentration of half-maximal effect; % is set by controls: 0 for no effect and ±100 for the full control effect; nearly all actives have a fitted effect of over 55% in size
# p53 reactivator – mutant p53 re-activation in reporter cells; H1299 p53-A138V BP100-luciferase reporter, luminescence, 24 h; Potency, µM (series often up to 92.2 µM), for inactives: top-dose activity change, positive = activation, usual class: activators; 0.063% of 320,000 active; note: potency is the fitted concentration of half-maximal effect; % of control where 0% means no effect; nearly all actives have a fitted effect of over 45% in size
#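 p53-null H1299 cells stably carrying temperature-sensitive p53-A138V and a BP100-luciferase reporter were pinned with compounds (4-point, 1:5 series) and held 24 hrs at 37 deg C. Luminescence was read 10 min after detection reagent.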
# USP2a inh – USP2a (human) protease inhibition; O75604; Potency, µM (series often up to 38.3 µM), without a hit: at the highest dose activity change, negative = inhibition, most hits filed as inhibitors; USP2 core, Ub-CHOP2 coupled fluorogenic reporter, 485/531; 0.01% of 330,000 active; AID 463254;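 note: potency is the fitted concentration of half-maximal effect; plate controls were DMSO wells for no effect and full inhibition by NEM control for full effect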
#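 USP2 core (10nM final) preincubated 30min RT with compound in 20mM Tris-HCl pH 8.0, 2mM CaCl2, 2mM beta-mercaptoethanol, 0.05% CHAPS; 25nM Ub-CHOP2 plus 25nM reporter substrate added, fluorescence (Ex485/Em531) read after 60min.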
# An asterisk follows results filed as active; ? = inconclusive; . = not tested or not shown; [ ] = dose if it differs, or a comment. Unless noted, calls come from the whole dose curve; as a rule, active = well fitted curve in the direction sought with a large enough effect; inconclusive = small, poorly fitted or top-dose-only effect, or another doubt; inactive = no such curve, though single readings can be large; an effect the other way counts as inactive or inconclusive.
# Start of the data: the first 3 entries, to show the layout:
SMILES,B2AR arrestin,S-ASM inh,ELG1 genotoxic,Eya2 inh,BRCA1 expr up,a7 integrin act,TSG101-PTAP inh,TRPV1 ag,uPA surface inh,p53 reactivator,USP2a inh
C/C(CC(=O)Nc1cc(Cl)ccc1Cl)=N\NC(=O)c1ccccc1Br,-0.3%,-2%,7%,-4%,-41%,-23%,1%,2,1%,12%,1%
COc1ccc(/C=N/NS(=O)(=O)c2ccc(C)cc2)cc1,1.6%,-1%,-2%,-7%,0%,?,-1%,0,-2%,8%,2%
CC(O)[C@H]1CNC(=O)C(=O)N1CCC12CC3CC(CC(C3)C1)C2 (some centres undefined),-0.1%,2%,4%,-2%,0%,18%,-3%,-1,-1%,-1%,8%

# The whole of this part, from the first entry:
SMILES,B2AR arrestin,S-ASM inh,ELG1 genotoxic,Eya2 inh,BRCA1 expr up,a7 integrin act,TSG101-PTAP inh,TRPV1 ag,uPA surface inh,p53 reactivator,USP2a inh
C/C(CC(=O)Nc1cc(Cl)ccc1Cl)=N\NC(=O)c1ccccc1Br,-0.3%,-2%,7%,-4%,-41%,-23%,1%,2,1%,12%,1%
COc1ccc(/C=N/NS(=O)(=O)c2ccc(C)cc2)cc1,1.6%,-1%,-2%,-7%,0%,?,-1%,0,-2%,8%,2%
CC(O)[C@H]1CNC(=O)C(=O)N1CCC12CC3CC(CC(C3)C1)C2 (some centres undefined),-0.1%,2%,4%,-2%,0%,18%,-3%,-1,-1%,-1%,8%
Cc1nnc(N2CCCC(C(=O)Nc3cc(F)ccc3F)C2)c2nn(-c3ccccc3)c(C)c12 (centres undefined),0.8%,6%,-14%,-3%,-33%,-55%[inhibitor],-2%,?,-23%,6%,0%
CCOC(=O)c1cccc(NC(=S)N2CCN(c3ncc4c(=O)c(C(=O)O)cn(CC)c4n3)CC2)c1,0.0%,-14%,0%,-10%,2%,-10%,1%,3,6%,2%,5%
O=C(CCCCCn1c(=S)[nH]c2ccc(N3CCOCC3)cc2c1=O)NCc1ccccc1Cl,0.1%,54%[activator],6%,?,-18%,7%,1%,2,0%,1%,4%
CN=c1scc(-c2ccc(F)cc2)n1/N=C/c1ccc(O)c(O)c1,-0.2%,16%,-7%,0%,-33%,-45%,-5%,13,-13%,28%,-13%
O=C(COC(=O)c1cc([N+](=O)[O-])ccc1NCc1ccccc1)NC1CCCc2ccccc21 (centres undefined),0.2%,-5%,-1%,6%,-12%,6%,-4%,-2,8%,-6%,4%
O=c1[nH]c(CSc2ccccn2)nc2ccccc12,0.2%,0%,?,13%,91%,-23%,-4%,1,-9%,19%,2%
COc1cc(OC)c(NC(=O)c2csc(C)c2)cc1Cl,1.0%,-7%,-3%,18%,-36%,19%,-1%,4,-7%,-22%,1%
CCOC(=O)C(C)n1cnc2c(nnn2Cc2ccc(Cl)cc2)c1=O (centres undefined),0.7%,-3%,-1%,-1%,0%,26%,-2%,21,.,-3%,0%
O=[N+]([O-])c1ccc(-c2nc(C(Cl)Cl)c3ccccc3n2)cc1,-0.1%,-4%,8%,2%,-2%,?,3%,-2,-17%,8%,2%
Cc1ccc(CN2CCNC2=O)cc1,-0.7%,4%,0%,-5%,11%,4%,-11%,-2,.,18%,3%
CCCCn1c(=O)[nH]c(=O)c2c(C(=O)OCC)cc(-c3ccc(OC(F)F)cc3)nc21,-0.2%,13%,?,-10%,-33%,-8%,-1%,1,-7%,0%,3%
O=C(COc1ccc(Br)cc1)N(Cc1cccs1)C1CCS(=O)(=O)C1 (centres undefined),0.0%,-4%,1%,-24%,-1%,29%,-4%,2,8%,-11%,0%

# Rewritten tab-delimited: part of the list above
compound	B2AR arrestin	S-ASM inh	ELG1 genotoxic	Eya2 inh	BRCA1 expr up	a7 integrin act	TSG101-PTAP inh	TRPV1 ag	uPA surface inh	p53 reactivator	USP2a inh
O=C(CCCCCn1c(=S)[nH]c2ccc(N3CCOCC3)cc2c1=O)NCc1ccccc1Cl	0.1%	54%[activator]	6%	?	-18%	7%	1%	2	0%	1%	4%
O=c1[nH]c(CSc2ccccn2)nc2ccccc12	0.2%	0%	?	13%	91%	-23%	-4%	1	-9%	19%	2%

# (further entries)
SMILES,B2AR arrestin,S-ASM inh,ELG1 genotoxic,Eya2 inh,BRCA1 expr up,a7 integrin act,TSG101-PTAP inh,TRPV1 ag,uPA surface inh,p53 reactivator,USP2a inh
CCCCNC(=O)COC(=O)c1cc(S(=O)(=O)N2CCCCCC2)ccc1OC,0.4%,-3%,-1%,-11%,-17%,36%,-5%,1,-2%,-4%,2%
O=C(OCC(=O)N1CCOCC1)c1ccc[nH]c1=O,0.2%,2%,2%,-3%,10%,9%,-1%,1,4%,-1%,-1%
Cc1ccc(-c2nnc3ccc(SCC(=O)N4CCc5ccccc54)nn23)cc1,-0.1%,23%,11%,7%,14%,23%,-2%,1,-6%,2%,1%
N#CCSc1nnc(-c2ccccc2)c(-c2ccccc2)n1,0.3%,-6%,-2%,6%,-22%,-10%,-4%,2,1%,9%,4%
[O-][N+](=Cc1ccccc1)c1ccc(Cl)cc1,.,-1%,.,.,63%,-1%,-8%,.,8%,.,.
Cc1cc(C)cc(Nc2ncc3c(n2)CC(c2ccco2)CC3=O)c1 (centres undefined),-0.4%,-3%,6%,-32%,1%,-12%,-5%,11,4%,-14%,0%
CN=C(Nc1ccccc1OC)SC1CC(=O)N(c2ccc(C(=O)OC)cc2)C1=O (centres undefined),-0.6%,-4%,-2%,-10%,-26%,19%,2%,13,0%,-5%,-6%
COc1ccc(CCN2CC(C(=O)NCCc3ccc(F)cc3)CCC2=O)cc1 (centres undefined),0.5%,0%,-1%,1%,2%,16%,-3%,-1,3%,6%,-1%
CC(=O)c1ccc(S(=O)(=O)N2CCCc3ccccc32)cc1,0.3%,-1%,2%,5%,-9%,5%,-2%,1,-29%,.,1%
O=C(NCCO)c1ccccc1O,-0.4%,1%,-2%,-17%,10%,12%,-6%,1,-1%,5%,-1%
Cc1nn(-c2ccccc2)c(N)c1C(O)(CSc1nccn1C)C(F)(F)F (centres undefined),0.2%,3%,-4%,20%,11%,7%,-11%,-2,0%,0%,3%
O=C(CCC(=O)Nc1ccccc1)N/N=C/C=C/c1ccccc1,-0.5%,0%,1%,-1%,20%,-17%,0%,7,-3%,14%,-1%
CCCCCCNCc1cccc(Br)c1,-0.2%,-1%,0%,2%,-11%,4%,-14%,2,-7%,-2%,1%
Cn1c(NCc2cccs2)nc2ccccc21,-0.9%,0%,23µM*,18%,?,10%,2%,2,2%,?,1%
CC1C/C(=N\NC(=S)NCc2ccccc2)CC(C)(C)C1 (centres undefined),?,0%,-6%,-10%,-15%,-22%,-3%,0,1%,5%,4%
O=c1c2cc(Cl)ccc2nc(-c2ccccc2)n1O,0.2%,-1%,-2%,1%,-9%,-27%,-7%,-8,2%,0%,14%
COC(=O)CNC(=O)C(C)(C)Oc1ccc(Cl)cc1,-0.5%,4%,-1%,10%,-11%,-15%,-4%,4,-3%,4%,2%
O=C(CCC1CCN(C(=O)c2cncs2)CC1)Nc1ccccc1,-0.5%,-1%,-5%,7%,-20%,-1%,1%,0,1%,23%,-3%
Cc1ccc(N2C(=O)CN(Cc3ccccc3)C2=S)cc1C,0.1%,-3%,-1%,-7%,-3%,?,-3%,22,-1%,0%,0%
CSc1ccc(-c2nnn(Cc3ccc(Br)cc3)n2)cc1,-0.3%,-11%,?,-11%,60%,11%,-1%,8,3%,24%,4%
COc1ccc(C[C@](C)(N)C(=O)O)cc1OC,0.4%,11%,-16%,3%,4%,.,-1%,-2,5%,-15%,0%
Cn1cnc([N+](=O)[O-])c1SCCO,-0.6%,7%,2%,7%,-14%,-7%,-1%,-6,3%,3%,0%
Cc1ccc(NC(=S)C2=C(O)c3ccccc3N(C)S2(=O)=O)cc1,0.4%,11%,-6%,7%,-26%,2%,-7%,1,-3%,-7%,1%
CCOC(=O)c1c(S(=O)(=O)NCC(=O)Nc2ccccc2OC)c(C)n(C)c1C,0.1%,-2%,1%,8%,-22%,-5%,-1%,2,-2%,-9%,-2%
COc1ccc(C(=O)OCC(=O)NCC2CCCO2)cc1S(=O)(=O)N1CCCc2ccccc21 (centres undefined),-0.1%,0%,9%,3%,6%,0%,1%,-1,-2%,0%,3%

# Screening results from PubChem BioAssay.
